Assay outcomes from PubChem BioAssay.
PLC-beta3 inh: PLC-beta3 (human) inhibition, primary screen. Q01970. Purified PLC-beta3, fluorogenic substrate, fluorescence. inhibition, % at 12.2 µM. 370,000 tested, 0.18% active. AID 720704; in the data active = inhibition above about 11%;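 note: 0% = median of compound wells on plate and 100% = full blocker control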
GAA850 FXN act: increases GAA850 frataxin promoter reporter activity; activation, % at 6 µM; 360,000 tested, 0.56% active; HEK293 lucGAA850 FXN promoter luciferase reporter, 24 h; percent of 10 µM SAHA response; AID 540364;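 active = activation above the average of all compounds screened plus 3 SD, cutoff fixed separately per campaign, cut at about 7.5% in these data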;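 note: 0% = DMSO wells and 100% = 10 µM SAHA wells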
ADAM10 inh: ADAM10 inhibition, QFRET primary screen; recombinant ADAM10, EDANS/DABCYL FRET peptide cleavage, 3 h; inhibition, % at 7 µM; 370,000 tested, 0.62% active;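 active = inhibition above a per-campaign cutoff equal to the mean of compounds falling between control-based bounds plus 3 SD, cut at about 20% in these data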;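 note: 0% = DMSO wells while the 100% control is not disclosed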
sPLA2-III inh: Inhibits HGIII-sPLA2 liposome hydrolysis, primary screen; Q9NZ20; QFRET BODIPY PC-A2 liposome hydrolysis, fluorescence; inhibition, % at 12.2 µM; 370,000 tested, 0.56% active; AID 743126;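 active = inhibition above mean plus 3 SD of compounds lying within the high and low control bounds, cut at about 19% in these data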;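 note: 0% = median of test compound wells and 100% = no enzyme DMSO wells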
DAX1 inh-1: inhibitors of DAX1 repression of SF-1 activated StAR promoter. HEK293T StAR-luciferase reporter, SF-1/DAX-1 repression relief. inhibition, % at 6.8 µM. 370,000 tested, 1.1% active. AID 652010;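 active = inhibition above the mean over all tested compounds plus 3 SD, cut at about 3.6% in these data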;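 note: 0% = DAX-1 cells with DMSO and 100% = cells lacking DAX-1 with DMSO; higher inhibition means more luminescence from relief of DAX-1 repression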
hgDAF-12 ag: activates the H. glycines DAF-12 receptor ligand-binding domain; activation, % at 6.8 µM; HEK293 GAL4-hgDAF12 UAS-luciferase reporter, agonist luminescence; normalized to butyrate control; AID 687014; 370,000 tested, 1.8% active;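 active = activation above a cutoff set at the mean of all screened compounds plus 3 SD, cut at about 10% in these data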;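 note: 0% = DMSO wells and 100% = sodium butyrate wells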
DAX1 inh-2: NR0B1 (DAX1) inhibition | P51843 | HEK293 Gal4-DAX1 luciferase reporter, luminescence | inhibition, % at 6.75 µM | 340,000 tested, 0.99% active | AID 504766;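 active = inhibition above the mean over all tested compounds plus 3 SD, cut at about 4.2% in these data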;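 note: 0% = DAX1-transfected cells with DMSO and 100% = empty-vector control cells with DMSO; inhibition shows as a rise in luminescence from relieved DAX1 repression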
Target sequence (P51843 207-470 limits assumed): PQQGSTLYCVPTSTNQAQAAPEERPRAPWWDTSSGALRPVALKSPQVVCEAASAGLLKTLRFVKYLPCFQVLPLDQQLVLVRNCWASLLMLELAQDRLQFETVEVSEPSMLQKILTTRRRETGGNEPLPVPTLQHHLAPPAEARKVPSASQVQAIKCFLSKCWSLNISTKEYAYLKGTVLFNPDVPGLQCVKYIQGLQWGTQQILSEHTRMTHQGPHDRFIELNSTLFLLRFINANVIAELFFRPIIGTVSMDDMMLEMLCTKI
ADAM17 inh: inhibitors of human ADAM17 | recombinant ADAM17, EDANS/DABCYL FRET peptide cleavage | inhibition, % at 6.95 µM | P78536 | 370,000 tested, 0.83% active;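 active = inhibition above the mean of compounds lying between control limits plus 3 SD, set per campaign, cut at about 8.5% in these data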;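 note: 0% = DMSO-only wells as the low control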
Target sequence (P78536 215-824 limits assumed): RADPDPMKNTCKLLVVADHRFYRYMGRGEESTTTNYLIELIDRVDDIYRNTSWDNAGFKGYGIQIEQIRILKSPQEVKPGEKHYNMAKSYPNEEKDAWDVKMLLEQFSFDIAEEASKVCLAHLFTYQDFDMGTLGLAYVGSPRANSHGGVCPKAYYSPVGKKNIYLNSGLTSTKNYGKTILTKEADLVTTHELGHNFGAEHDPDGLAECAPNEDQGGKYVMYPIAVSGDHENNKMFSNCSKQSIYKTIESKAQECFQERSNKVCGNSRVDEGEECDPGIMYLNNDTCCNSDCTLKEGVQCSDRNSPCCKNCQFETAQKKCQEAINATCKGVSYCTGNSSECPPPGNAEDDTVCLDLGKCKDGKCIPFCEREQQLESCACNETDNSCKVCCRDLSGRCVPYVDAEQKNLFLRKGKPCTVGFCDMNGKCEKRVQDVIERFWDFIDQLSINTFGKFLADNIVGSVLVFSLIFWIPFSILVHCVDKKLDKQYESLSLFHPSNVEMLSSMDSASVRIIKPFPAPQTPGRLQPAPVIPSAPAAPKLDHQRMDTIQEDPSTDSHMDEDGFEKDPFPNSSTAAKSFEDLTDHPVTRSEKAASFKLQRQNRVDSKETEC
ssDAF-12 act: activators of S. stercoralis DAF-12 nuclear receptor; HEK293 ssDAF-12/GRIP1 lit1-tk-luc reporter, luminescence; % of 3 µM dafachronic acid response; activation, % at 6.8 µM; 370,000 tested, 1% active; AID 652126;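 active = activation above the mean over all tested compounds plus 3 SD, cut at about 0.9% in these data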;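 note: 0% = DMSO-only wells and 100% = 3 µM delta7-dafachronic acid wells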
hcDAF-12 act: activates DAF-12 receptor from parasite H. contortus; activation, % at 6.8 µM; HEK293 hcDAF-12 lit1-tk-luc reporter, luminescence; 0% DMSO, 100% Δ7-dafachronic acid; 370,000 tested, 1.4% active;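 active = activation above the mean of all tested compounds plus 3 SD, cut at about 5.5% in these data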;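 note: 100% = response to 3 µM Δ7-dafachronic acid high control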
PLCg1 inh: blocks human PLC-gamma1 enzyme activity; AID 720700; 370,000 tested, 0.84% active; inhibition, % at 12.2 µM; P19174; purified PLC-gamma1, fluorogenic substrate, fluorescence; in the data active = inhibition above about 9.5%
* marks the source's active call; other numbers are inactive results; i = inactive; nt = no result given.

SMILES | PLC-beta3 inh | GAA850 FXN act | ADAM10 inh | sPLA2-III inh | DAX1 inh-1 | hgDAF-12 ag | DAX1 inh-2 | ADAM17 inh | ssDAF-12 act | hcDAF-12 act | PLCg1 inh
O=C(NCC(c1ccco1)N1CCN(c2ccccc2F)CC1)c1ccc2c(c1)OCO2 (configuration not stated) | -5.6 | 0.2 | 1.0 | 3.1 | -0.4 | 0.0 | -2.4 | -0.6 | -1.4 | -1.0 | -1.7
Cn1ccsc1=NC(=O)c1ccc(Cl)cc1 | -29.0 | 4.8 | -3.1 | 1.2 | 4.6* | 13.9* | 1.5 | -4.5 | 1.1* | 9.4* | -14.9
Cc1nnc(C)n1/N=C/c1cc(Br)cc(Br)c1O | -4.5 | 0.0 | -4.3 | -1.1 | 0.0 | -0.3 | -1.0 | -5.0 | -0.5 | -0.2 | -5.8
COc1cc(COC(=O)c2cnc(C)cn2)c(OC)cc1Br | -9.2 | 1.4 | -9.6 | -2.3 | 0.0 | 1.5 | 1.7 | -1.3 | -0.5 | 0.7 | -4.7
CCOC(=O)C1C(=O)C=C(C)C(C(=O)OCC)C1c1ccc(OC)cc1 (configuration not stated) | 5.9 | 0.7 | 6.5 | -10.0 | -0.7 | -3.3 | -0.7 | -2.8 | -1.6 | -1.3 | 3.7
Cc1ccc(C2=NOC(=O)/C2=C\c2ccc(C)o2)cc1 | -20.1 | 0.5 | -5.9 | -12.1 | -0.1 | -1.2 | 5.8* | -7.3 | -1.2 | 0.4 | -13.3
COc1ccc(OC)c2sc(NC(=O)C(C)C)nc12 | -8.7 | -0.5 | -12.7 | -0.3 | 0.4 | -0.6 | -0.1 | -0.7 | -1.5 | -0.2 | -9.2
CCCc1nnc(NC(=O)CCC(=O)N2CCN(C3CCCC3)CC2)s1 | -6.5 | 0.5 | -5.5 | 2.2 | -0.2 | -1.8 | 1.0 | -0.5 | -1.1 | -1.2 | 0.5
COC(=O)c1oc2ccc(OC)cc2c1N | -136.7 | 5.5 | -201.2 | -2.0 | 0.2 | 3.1 | 0.7 | -55.0 | -0.7 | -0.2 | -94.0
Cc1cc(C)c2c(N)c(C(=O)Nc3ccccc3F)sc2n1 | i | 5.0 | -475.7 | 15.3 | 1.6 | 10.9* | 5.3* | -193.7 | -0.8 | 1.9 | i
O=C(Nc1cccc(S(=O)(=O)C(F)F)c1)c1ccc(S(=O)(=O)N2CCCC2)cc1 | 0.6 | -1.2 | 8.6 | -13.1 | -1.0 | -0.6 | -1.4 | -1.8 | -1.8 | -3.1 | 0.4
NC(=O)CSCc1nc2ccccc2s1 | -9.0 | 1.1 | 4.0 | 4.8 | 0.5 | 1.6 | -0.1 | 1.9 | 0.5 | 6.0* | -3.4
COc1ccc(-c2nnc(SCC(=O)NCc3ccco3)n2C)cc1 | 3.5 | -0.6 | 11.8 | -2.2 | 1.0 | 0.3 | 0.3 | -1.2 | -1.1 | -0.4 | 4.0
COc1ccc(OCC(O)Cn2cnc(-c3ccc(Br)cc3)c2)cc1 (configuration not stated) | 2.2 | 0.4 | 7.0 | -47.9 | -0.9 | -2.6 | 1.2 | 2.6 | -1.1 | -3.0 | 0.5
ClC(/C=N/n1cnnc1)=C/c1ccccc1 | 0.5 | 7.8* | 3.4 | -4.3 | -0.2 | 0.2 | -1.2 | 0.9 | -1.0 | 0.1 | 4.1
O=C(Cn1cnc2cc([N+](=O)[O-])ccc2c1=O)NC(=O)NCc1ccccc1 | -12.3 | 1.1 | -5.3 | -3.9 | 0.0 | -0.8 | -1.1 | -4.0 | -1.3 | -0.1 | -6.8
S=C(NCc1ccco1)N1CCN(c2nc(-c3ccccc3)cs2)CC1 | -12.2 | 0.5 | 16.9 | 5.3 | -1.1 | -2.3 | -1.4 | 3.3 | -1.4 | -2.7 | -2.5
COc1cc(C(=S)N2CCC(C)CC2)ccc1O | 0.6 | 1.4 | -9.9 | 1.1 | -1.2 | 0.5 | 4.1 | -4.9 | -0.6 | -0.1 | -0.2
CCc1ccccc1NC(=O)C1=CC(c2cccs2)=NS(=O)(=O)N1C | -18.4 | -2.1 | -23.3 | 1.4 | -0.8 | -1.3 | 0.0 | -5.3 | -0.7 | -1.8 | -12.4
c1ccc2c(c1)nc(NCC1CCCO1)c1nnnn12 (configuration not stated) | -76.7 | 2.0 | -278.9 | -0.6 | 0.0 | 4.3 | 0.4 | -69.8 | -0.9 | 4.0 | -61.1
COc1ccc(SC[C@H](Cc2ccccc2)N2CC[C@@H](C)CCC2=O)cc1 | -0.3 | 0.7 | 8.9 | -3.5 | -0.3 | -1.0 | 0.1 | 3.0 | -1.6 | -1.4 | -2.7
CCCCc1nnc(NC(=O)c2ccc3[nH]c(=O)c(=O)[nH]c3c2)s1 | -33.7 | 4.5 | -48.2 | 1.1 | -0.2 | -0.7 | 0.7 | -19.4 | -0.9 | -1.7 | -15.8
CCOC(=O)c1ccc(CN(Cc2ccccc2)S(=O)(=O)c2cccc([N+](=O)[O-])c2)cc1 | 2.1 | 2.7 | 4.8 | -6.4 | -0.2 | -0.5 | 0.4 | 0.2 | -0.9 | -2.2 | 2.4
Clc1ccccc1CSc1ncn(-c2ccccc2)n1 | -1.8 | 8.4* | 3.9 | -12.2 | 2.2 | 11.3* | 4.2 | -1.8 | 0.1 | 4.7 | -0.7
COc1ccc(C(=O)CSc2nnc(CNc3ccc(C)cc3C)o2)cc1 | -1.1 | -1.2 | -9.0 | -12.5 | -1.2 | 2.0 | -1.7 | -6.0 | -1.0 | -2.5 | -0.3
N#Cc1c(NC(=O)CSc2nc(-c3ccco3)cc(C(F)(F)F)n2)sc2c1CCCC2 | -0.9 | 2.1 | -0.4 | 0.0 | -0.3 | 0.5 | 0.6 | -5.9 | -1.0 | 0.7 | 1.7
CCOC(=O)[C@]12CCCCC/C=C\1N(Cc1ccc(OC)cc1)C(=O)[C@H]2CC(=O)N1CCCC1 | 0.4 | nt | -2.1 | 7.5 | -0.6 | -2.6 | nt | -0.9 | -1.1 | -0.1 | 3.5
COc1ccc(Cn2c(SCc3ccc(C)cc3)nc3cc(OC)c(OC)cc3c2=N)cc1Cl | -2.9 | 3.0 | -3.8 | -4.8 | -0.6 | 2.7 | -0.8 | 1.6 | -0.8 | -2.1 | 2.8
CN(C#N)c1nccc(-c2cccs2)n1 | -10.1 | 0.8 | -132.2 | 10.8 | -0.8 | -3.5 | 0.5 | -28.8 | -0.7 | -2.6 | -5.6
COc1ccc(C(=O)c2ccc(N3CCOCC3)cc2)c(OC)c1 | -20.3 | -0.2 | 7.1 | -7.0 | -0.1 | -1.6 | -0.3 | 2.3 | -1.4 | -2.3 | -14.1
CC(C)(C)C(=O)/C=c1\s/c(=C\c2ccc(-c3ccc([N+](=O)[O-])cc3)o2)c(=O)n1CC(=O)NC(N)=O | -149.5 | 0.3 | 2.6 | -14.8 | 1.4 | 1.1 | -0.2 | 3.5 | -1.4 | 0.2 | -85.4
CNC(=O)NC(=O)C(C)OC(=O)c1cc2c(s1)CCCCC2 (configuration not stated) | 0.6 | 0.6 | -10.3 | 3.7 | -0.5 | -2.9 | 0.7 | -3.3 | -1.0 | -2.5 | -1.0
CC(CNCc1ccc2c(c1)OCO2)NCc1ccc2c(c1)OCO2 (configuration not stated) | 5.2 | 1.1 | -2.6 | -5.7 | 0.7 | -2.9 | -0.9 | 0.3 | -1.1 | -0.5 | -1.8
COc1cc(C(=O)OCC(=O)NC23CC4CC(CC(C4)C2)C3)cc(OC)c1OC | -4.7 | 0.5 | -2.9 | -0.5 | -3.1 | -2.3 | -3.5 | -5.6 | -1.4 | -2.3 | 5.8
COc1ccc(OC)c(CNc2ccc3c(c2)CCC3)c1 | -36.3 | 0.8 | -10.5 | -1.5 | -0.2 | 4.6 | -0.1 | -1.6 | 0.8 | 4.7 | -29.1
CCCCSc1nc(C)cc(SCC(=O)N/N=C/c2ccccc2)n1 | -3.7 | 1.2 | -4.8 | -5.6 | 0.0 | -3.1 | -1.6 | -1.9 | -0.9 | 0.6 | -3.4
CSc1nnc(-c2cc(-c3ccc(C)cc3)nc3ccccc23)o1 | 0.0 | -1.4 | -10.9 | -0.7 | -0.2 | 1.3 | 1.0 | -2.7 | -1.5 | -0.9 | -3.2
CCOc1ccc(S(=O)(=O)NCC2(N3CCCCC3)CCCCC2)cc1 | -2.1 | 0.2 | -2.2 | 6.9 | 0.6 | -0.7 | 1.0 | -1.1 | -0.8 | 1.0 | -3.5
Cc1ccc(C2=NN(C(=O)CSc3nc(N)cc(N)n3)C(c3ccco3)C2)cc1 (configuration not stated) | -0.9 | 1.9 | 6.9 | -25.1 | -0.2 | 2.3 | -2.8 | 1.1 | -1.4 | -1.0 | -0.1
Cc1c(Cl)c([N+](=O)[O-])nn1CCCC(=O)NC1CCCCC1 | -6.1 | -0.4 | -1.5 | -0.9 | 0.1 | 2.9 | 1.2 | -4.1 | -1.6 | 0.0 | 0.6
CCN(CC)C(=O)CSc1nnc(COc2ccccc2)n1CC | 1.2 | -1.3 | -1.7 | 8.7 | -0.3 | -1.8 | -0.5 | -3.2 | -1.6 | -2.3 | 1.4
CN(C(=O)c1ccc2c(c1)CCO2)C(C)(C)C | -3.2 | 2.7 | -2.5 | 12.9 | 0.4 | -1.7 | nt | -2.5 | -1.7 | -0.8 | 1.2
Cn1c(=O)[nH]c2c(Cl)nccc21 | -6.4 | -1.1 | -3.1 | 18.6 | 0.5 | 1.8 | 1.5 | -4.1 | -1.0 | -0.3 | 5.9
CC(C)CCn1c(Br)nc2c1c(=O)n(CC(N)=O)c(=O)n2C | -3.6 | -1.2 | 5.2 | 7.1 | -0.2 | -2.0 | 0.4 | -3.6 | -1.2 | -1.2 | 0.5
Cn1c(-c2ccc([N+](=O)[O-])cc2)nc2ccccc21 | 4.5 | 1.9 | 7.5 | 5.1 | 1.0 | 5.8 | 0.1 | 4.2 | -1.5 | -1.8 | 6.4
CC(=O)Oc1ccc(NC(=O)CSc2ccccc2)cc1 | 0.5 | 0.5 | 1.2 | -2.5 | 0.9 | 5.3 | 0.1 | 0.0 | -0.8 | 1.3 | 1.9
Cc1nc2n[nH]c(N)c2c2c1CCCC2 | -2.4 | 3.5 | 2.7 | 0.7 | -0.4 | -4.0 | -0.7 | -0.8 | -1.0 | -1.1 | -1.2
Cc1cccc(Oc2sc(C(=O)c3ccccc3)c(N)c2C#N)c1 | -41.0 | -7.5 | 11.2 | -2.8 | -1.8 | 1.9 | -0.7 | 7.0 | -1.2 | -0.4 | -36.9
O=CN1Cc2ccccc2-c2ccccc2C1 | 3.2 | -0.2 | -10.9 | 13.5 | 0.3 | -2.0 | 2.9 | -6.2 | -1.6 | -0.9 | -1.4

Not a hit list; 6.9% or so of the library scored in one or more.
